GPR151 ag = activates the human receptor GPR151; Q8TDV0; PathHunter beta-arrestin GPR151 cells, luminescence; activation, % at 11.2 µM; actives 1% (n = 650,000); AID 1508602; in the data active = activation above about 4.9%;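 note: 0% = median of compound wells and 100% = cells with positive control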
Target sequence (Q8TDV0 whole entry, looked up): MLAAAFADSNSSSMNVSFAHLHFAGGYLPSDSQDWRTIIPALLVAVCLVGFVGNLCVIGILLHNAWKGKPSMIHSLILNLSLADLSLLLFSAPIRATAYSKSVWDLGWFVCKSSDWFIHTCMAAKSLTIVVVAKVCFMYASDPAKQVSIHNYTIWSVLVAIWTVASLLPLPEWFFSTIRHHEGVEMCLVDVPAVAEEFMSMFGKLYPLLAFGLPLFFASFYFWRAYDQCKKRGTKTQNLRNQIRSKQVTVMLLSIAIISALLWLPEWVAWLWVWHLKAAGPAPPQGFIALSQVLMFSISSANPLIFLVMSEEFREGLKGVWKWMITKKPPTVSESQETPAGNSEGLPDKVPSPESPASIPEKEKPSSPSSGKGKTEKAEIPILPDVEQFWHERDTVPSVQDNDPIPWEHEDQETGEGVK
MITF inh = human MITF inhibition, primary screen; actives 0.91% (n = 650,000); AlphaScreen MITF homodimerization, bead proximity signal; inhibition, % at 2.6 µM; in the data active = inhibition above about 50%;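 note: 0% = vehicle wells with protein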
Target sequence (O75030 whole entry, looked up): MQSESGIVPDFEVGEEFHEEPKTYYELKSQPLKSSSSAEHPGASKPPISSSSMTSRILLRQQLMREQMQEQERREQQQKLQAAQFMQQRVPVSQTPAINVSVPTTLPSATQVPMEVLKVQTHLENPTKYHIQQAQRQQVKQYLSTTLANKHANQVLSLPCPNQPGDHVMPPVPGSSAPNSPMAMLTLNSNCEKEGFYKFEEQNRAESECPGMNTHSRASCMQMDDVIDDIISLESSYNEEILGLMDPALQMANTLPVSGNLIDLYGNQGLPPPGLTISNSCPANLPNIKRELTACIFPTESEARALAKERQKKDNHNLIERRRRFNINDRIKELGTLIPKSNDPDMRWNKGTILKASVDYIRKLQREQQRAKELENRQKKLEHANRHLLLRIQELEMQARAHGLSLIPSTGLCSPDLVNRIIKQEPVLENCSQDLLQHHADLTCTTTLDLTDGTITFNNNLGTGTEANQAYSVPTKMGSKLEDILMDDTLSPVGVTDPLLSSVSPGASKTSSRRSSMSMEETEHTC
TEAD-YAP block = TEAD-YAP interaction inhibition | inhibition, % at 9.12 µM | HEK-TIYL cells, TEAD-Gal4/YAP UAS-luciferase luminescence | actives 1.4% (n = 640,000); in the data active = inhibition above about 32%;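 note: 0% = median of test compound wells and 100% = reference inhibitor wells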
FBW7 activator = activators of human E3 ligase FBW7; normalized activity (activation), % at 26.1 µM; AlphaScreen FBW7–phospho-cyclin E peptide binding, activator screen; Q969H0; actives 0.13% (n = 650,000); in the data active = normalized activity above about 1.9%;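 note: purified mutant Fbw7 with reduced substrate affinity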
Active calls of the source: *.

SMILES	GPR151 ag	MITF inh	TEAD-YAP block	FBW7 activator
c1cncc(CNc2nc(NCc3ccc4c(c3)OCO4)nc3c2ncn3C2CCCCC2)c1	-0.4	14.6	-9.1	-0.1
COc1ccc(-c2cc(N)n(S(=O)(=O)c3ccc(Br)cc3)n2)cc1OC	-1.4	3.8	-4.8	0.1
O=C(COC(=O)c1ccc([N+](=O)[O-])o1)c1ccc(Cl)c(Cl)c1	-0.5	21.9	2.8	0.1
Cc1cc(-c2cnc(C)nc2C2CCCN(CC(=O)Nc3nc(C)cs3)C2)on1 (centres undefined)	0.0	24.6	-7.2	0.0
Cc1c(CN2CCC3(CC2)CC3C(=O)NCc2ccccc2)cnn1C (centres undefined)	0.2	12.7	3.4	0.3
CNc1c(NS(=O)(=O)c2ccc(Cl)cc2)c(=O)oc2ccccc12	0.6	-14.3	3.0	0.3
COc1cccc(C2CC(c3cccs3)=NN2C(=O)CSc2nnc(CNC(=O)c3ccco3)n2-c2cccc(C)c2C)c1OC (centres undefined)	-2.2	4.4	-2.8	0.5
CC(C)NC(=O)COC(=O)c1ccc(S(=O)(=O)N(C)C)cc1	-3.2	-2.1	4.9	0.0
COc1cccc(NC(=O)c2cnc(N3CCN(c4ncccn4)CC3)c3ccccc23)c1	-0.6	0.7	20.0	0.0
CCOCCOC(=O)C1=C(C)NC2=C(C(=O)CC(c3ccc(Cl)cc3)C2)C1c1cccc(O)c1 (centres undefined)	-1.0	-23.2	5.5	-0.1
COc1cc(/C=N/NC(=O)C(=O)NC2CCCCC2)ccc1O	0.2	6.7	1.1	0.0
COc1ccc(-c2n[nH]c(C)c2-c2ccccc2)c(O)c1	1.1	-12.9	-6.7	-0.2
CCCNc1nc(Nc2ccccn2)nc2c1ncn2C(C)C	0.5	-4.8	3.4	-0.2
O=C(Nc1ccccc1)C1C2/C=C\CCCCC21 (centres undefined)	0.8	-5.1	-6.6	-0.1
COCCCNC(=O)C(=O)Nc1ccccc1OC	-1.1	6.8	-7.6	0.0
COC(=O)CN1C(c2cc(OC)c(OC)c(OC)c2)=Nc2ccc(Br)cc2C1c1ccccc1 (centres undefined)	0.9	-1.7	12.1	-0.1
O=C(COc1ncnc2sccc12)c1ccc2c(c1)OCCO2	-0.9	6.9	-54.0	0.0
CCCNC(=O)CSc1nc2c([nH]c3ccccc32)c(=O)n1CCOC	-1.4	7.6	1.9	0.1
CC(=O)N1CCC(N2CCC(n3nccc3NC(=O)CCCc3ccccc3)CC2)CC1	1.7	4.1	1.6	-0.1
O=C1COc2ccc(C(=O)COC(=O)CCN=C3NS(=O)(=O)c4ccccc43)cc2N1	0.6	8.4	-5.5	-0.1
CCOc1ccc2c(-c3cc4cc(Cl)ccc4oc3=O)cc(=O)oc2c1	-0.3	6.0	-0.5	0.1
CCCCCOC(=O)C1=C(C)NC2=C(C(=O)CC(C)(C)C2)C1c1ccc(N(CC)CC)cc1 (centres undefined)	-0.4	7.6	-3.4	-0.1
Cc1ccc(-c2nnn(CC(=O)NCCc3ccccc3)n2)cc1	2.0	6.0	0.9	0.1
c1cncc(-c2cc(N3CCC4(CC3)OCCO4)nc(-c3ccncc3)n2)c1	-1.3	-2.7	8.4	0.0
Cc1ccc(Oc2cc(Nc3c(C)cc(C)cc3C)c3c4c(onc24)-c2ccccc2C3=O)cc1	0.4	-9.4	-11.3	0.0
Cc1sc(NC(=O)C2CC=CCC2C(=O)O)c(C(=O)OC(C)C)c1C (centres undefined)	1.9	9.6	1.7	-0.1
O=C(CN1C(=O)C(=O)c2ccccc21)OCN1C(=O)c2ccccc2C1=O	-0.8	-10.5	4.4	0.1
Cc1noc(C)c1S(=O)(=O)N1CCCC(C(=O)N2CCC(C)CC2)C1 (centres undefined)	-1.5	0.9	-12.8	-0.2
Cc1cc2c(cc1C)-c1c(sn(-c3ccc(Cl)c(C(F)(F)F)c3)c1=S)C(C)(C)N2	1.1	4.2	8.7	0.3
COC(=O)c1ccc(NC(=O)CN2CCN(c3ccc(F)cc3)CC2)cc1	0.4	-0.1	18.0	-0.1

Reprinted at random: four records from the list.
SMILES	GPR151 ag	MITF inh	TEAD-YAP block	FBW7 activator
O=C(COc1ncnc2sccc12)c1ccc2c(c1)OCCO2	-0.9	6.9	-54.0	0.0
CCCCCOC(=O)C1=C(C)NC2=C(C(=O)CC(C)(C)C2)C1c1ccc(N(CC)CC)cc1 (centres undefined)	-0.4	7.6	-3.4	-0.1
CCOc1ccc2c(-c3cc4cc(Cl)ccc4oc3=O)cc(=O)oc2c1	-0.3	6.0	-0.5	0.1
Cc1ccc(Oc2cc(Nc3c(C)cc(C)cc3C)c3c4c(onc24)-c2ccccc2C3=O)cc1	0.4	-9.4	-11.3	0.0

Continued.
SMILES	GPR151 ag	MITF inh	TEAD-YAP block	FBW7 activator
O=C(N/N=C/c1ccc(Cl)cc1)c1n[nH]c2c1CCCC2	0.0	16.5	19.2	0.1
COc1cc(C(=O)Nc2ccc3c(c2)Nc2ccccc2CC3)cc(OC)c1OC	-0.1	-0.8	61.9*	0.0
CCOC(=O)C1=CN(Cc2ccc(F)cc2)C=C(C(=O)OCC)C1c1ccc(Br)cc1	-0.7	-4.6	8.6	0.7
O=C(Nc1cc(C(F)(F)F)ccc1Cl)C1CC(=O)N(c2ccc(F)cc2)C1 (centres undefined)	1.0	7.2	3.2	-0.2
CCOC(=O)c1cc([N+](=O)[O-])sc1NC(=O)c1nc2ccccc2s1	1.9	1.6	-1.2	-0.1
CCCCOc1ccc(-c2nc(N)n[nH]2)cc1	-0.8	-0.2	-22.5	0.1
C=CCSC1=C(C#N)C(c2ccccc2OC)C(C#N)C(=O)N1 (centres undefined)	0.9	-0.6	-0.7	0.1
COc1cncc(-c2cnc3c(NCc4ccc(F)cc4)nccn23)c1	1.3	6.1	14.3	0.3
Cc1c(C(=O)NCc2ccco2)sc2ncn(CC(=O)N3CCC(C)CC3)c(=O)c12	1.7	15.4	13.7	0.0
CCN1CCC(=NNS(=O)(=O)c2ccc(Cl)cc2)CC1	1.9	7.2	-0.1	-0.2
COc1ccc(-c2noc(CN(C(=O)COc3cc(C)ccc3C)C(C)C)n2)cc1	-0.6	5.2	-8.3	0.0
O=[N+]([O-])c1ccc(ON=C2CCCCC2)cc1	-0.6	-5.1	-34.9	-0.1
CN1C(=O)[C@H]2CN(C(=O)c3cccc(Cl)c3)CCN2C(=O)[C@@H]1Cc1ccccc1	3.0	5.9	-0.2	0.7
COc1ccc(CN2CCN(Cc3ccc(NC(C)=O)cc3)CC2CCO)cc1C (centres undefined)	3.5	11.6	9.0	0.1
Cc1cc(I)cc2c1NC(C(=O)O)C1CC=CC21 (centres undefined)	1.8	49.9	7.7	0.2
COc1ccc(NC(=O)/C=C/c2ccc(C)cc2)cc1Cl	-4.9	2.2	-25.1	-0.1
Cc1ccc(-n2c(SCC(=O)Nc3nc(C)cs3)nnc2-c2cccnc2)c(C)c1	1.3	-15.2	-3.2	-0.1
Cc1cc(N2CCCC2=O)cc(C)c1S(N)(=O)=O	-0.6	-17.2	-4.0	0.1
O=C(CSc1nc2c(c(=O)[nH]1)CCC2)N1CCCCCC1	0.0	-3.0	-3.0	-0.2
CC1CCc2sc(NC(=O)c3ccc(C#N)cc3)c(C#N)c2C1 (centres undefined)	-0.7	8.6	1.0	0.2
O=C(NCc1cccc(C(F)(F)F)c1)c1cccc(Nc2ccc(-n3ccnc3)cc2)n1	1.4	2.8	23.8	0.0
O=C(Nc1ccc(F)cc1)/C(=C/c1ccccc1)NC(=O)c1ccccc1	-1.3	3.6	9.1	0.1
CC(=O)c1cccc(N(CC(=O)NCCSc2ccc(C)cc2)S(C)(=O)=O)c1	-0.6	-0.4	13.3	0.0
NC(=O)c1ccc(-c2nc(C(=O)NCc3nc4ccccc4[nH]3)cs2)cc1	-1.1	-12.4	-0.8	0.0
O=c1[nH]ncc(N/N=C\c2ccccc2F)c1Cl	-1.4	20.2	3.0	0.2
NNC(=O)/C(=C/c1ccc2c(c1)OCO2)NC(=O)c1ccccc1Br	-1.3	-0.5	-3.4	0.0
O=C(O)c1ccc2c3c(ccc(C(=O)O)c13)C(=O)NC2=O	-1.4	8.8	0.2	0.9
C=CCN1C(=O)NC(=O)/C(=C\c2ccc(OCc3ccc(Cl)cc3)c(OC)c2)C1=O	-1.3	20.9	-49.9	0.1
Cc1ccc(CNC(=O)C(CC(N)=O)NC(=O)c2ccccc2)cc1 (centres undefined)	-1.0	-6.4	-2.1	-0.1
CC(C)CN1C(=O)C(=O)/C(=C(\O)c2ccc(Cl)cc2)C1c1cccnc1 (centres undefined)	0.4	-3.2	-4.9	0.0
CCC1CCCCN1C(=O)CSc1cn(Cc2ccccc2C)c2ccccc12 (centres undefined)	-1.4	13.4	7.4	0.0
CCc1nnc(N/N=C/c2cc(Br)ccc2Br)n1N	-0.8	-12.6	-3.2	-0.7
CCSc1cnn(-c2ccccc2)c(=O)c1SCC	0.2	3.6	1.5	-0.1
Cc1c(C(=O)Nc2ccc(S(=O)(=O)NC3CCCCC3)cc2)cccc1[N+](=O)[O-]	1.3	1.5	1.6	-0.1
O=C1C2C3c4ccccc4C(c4ccccc43)C2C(=O)N1c1cc([N+](=O)[O-])ccc1Cl (centres undefined)	-1.1	8.7	-4.2	0.0
CC(C)COP(=O)(Cc1cc(C(C)(C)C)c(O)c(C(C)(C)C)c1)OCC(C)C	0.0	10.3	9.5	0.0
CCOC(=O)C1=C(C)NC2=C(C(=O)C(C(=O)OCC)C(c3ccccc3OC)C2)C1c1ccc(C(C)(C)C)s1 (centres undefined)	1.9	-12.3	4.9	-0.1
Cc1sc(NC(=O)c2cc3ccccc3oc2=O)c(C(=O)OC(C)C)c1C	0.1	4.4	1.2	0.0
COc1ccc(C(=O)n2cnc(N)n2)cc1	-0.1	4.9	1.8	-0.1
Cc1ccc(NC(=O)C2(S(=O)(=O)c3ccc(C)cc3)CC2)cc1	-0.8	-8.2	-9.6	-0.2
CCOC(=O)c1cnn2c(C(F)(F)F)cc(C)nc12	3.0	4.8	5.9	0.3
CC(C)(C)n1nc2c(c1NC(=O)c1ccc(Br)o1)CSC2	-0.2	0.8	13.4	0.2
Cc1c(Cl)cccc1N1C(=O)C2CC=CC(C)C2C1=O (centres undefined)	0.2	5.7	-16.3	-0.2
COc1ccc(CN2CCN(Cc3ccc4c(c3)OCO4)CC2)cc1Br	1.6	33.6	-0.9	0.0
CC(=O)Nc1ccc(OCC(=O)Nc2ccccc2Cl)cc1	1.0	3.9	9.3	0.1
CC(Oc1ccc2c(c1)CCC2)C(=O)NNC(=S)NCC1CCCO1 (centres undefined)	2.9	-7.7	-14.7	0.1
Cc1c(C(=O)N2CCCCCC2)sc2ncnc(N3CCc4ccccc4C3)c12	0.0	8.9	-15.2	-0.1
Cc1cnc(C)c(-c2cc(F)c3c(c2)CC(CNC(=O)c2ccc(-n4cccn4)cc2)O3)n1 (centres undefined)	1.8	0.9	4.9	0.0
O=C(N1CCN(Cc2nnnn2-c2ccccc2)CC1)C12CC3CC(CC(C3)C1)C2	-1.2	11.4	-2.9	0.2
COC(=O)c1sccc1NC(=S)NNS(=O)(=O)c1ccc(C)cc1	-1.3	9.8	-1.4	-0.1
O=C(CSc1ccc2nnc(-c3cccnc3)n2n1)Nc1ccc(Cl)cc1	-0.5	-2.8	-9.6	0.1
O=C(Nc1cc(C(=O)N2CCCC2)ccc1N1CC2CC(C1)c1cccc(=O)n1C2)c1ccc(F)cc1 (centres undefined)	1.1	3.9	12.5	0.4
COC(=O)c1ccccc1NC(=O)Cc1coc2c(C)c(C)ccc12	-1.6	-6.2	-6.6	-0.1
O=C(NCc1ccc2c(c1)OCO2)c1ccc(N2CCC(NC3CCOCC3)CC2)cc1	-1.1	12.6	3.6	0.0
Cc1ccnc(N2CCC(C(=O)Nc3ccc4c(c3)OCO4)CC2)n1	1.4	-9.6	-4.5	0.0
CC(=O)N1N=C(c2ccccc2)OC1(C)CC(=O)Nc1ccccc1 (centres undefined)	-1.3	-9.6	-1.1	0.0
CCCN(CCC)CC(O)CN(c1ccc(OC)cc1)S(=O)(=O)c1ccc(C)cc1 (centres undefined)	0.5	1.4	3.9	0.0
COc1ccc(S(=O)(=O)Nc2ccc3ccccc3c2)cc1C	1.9	3.1	-1.6	-0.1
COc1cc2cc(C#N)c(SCC(=O)N3CCCC(C)C3)nc2cc1OC (centres undefined)	-0.4	7.8	2.0	0.0
CSc1ccccc1C(=O)Nc1ccccc1Cl	8.2*	6.3	9.6	0.0
(cont.)
SMILES	GPR151 ag	MITF inh	TEAD-YAP block	FBW7 activator
CC(=O)Nc1ccc(SCCCC(=O)N2CCN(c3ccccc3)CC2)nn1	-0.1	-4.4	10.3	-0.2
COc1ccc(CCN2CCC(O)(c3cccnc3)CC2)cc1	-1.4	8.3	12.8	1.0
Cc1c(NC(=O)/C=C/c2cccs2)c(=O)n(-c2ccccc2)n1C	-0.7	17.5	3.9	0.3
CC(C)NS(=O)(=O)c1cccc(C(=O)O)c1	0.0	-3.2	-9.5	-0.1
CCC(C)c1ccc(NC(=S)NC(=O)c2ccco2)cc1 (centres undefined)	1.8	0.9	-56.0	-0.8
CCCS(=O)(=O)c1c(S(=O)(=O)CCC)c2c3ccccc3ccn2c1C(=O)c1ccc(OC)cc1	0.3	-7.4	5.1	-0.1
CC(C)CCNC(=O)c1ccc(Cn2c(=S)[nH]c3ccc(Br)cc3c2=O)cc1	-0.5	15.0	2.3	0.3

Among those listed so far, 3 have a cyano group.
SMILES	GPR151 ag	MITF inh	TEAD-YAP block	FBW7 activator
C=CCSC1=C(C#N)C(c2ccccc2OC)C(C#N)C(=O)N1 (centres undefined)	0.9	-0.6	-0.7	0.1
CC1CCc2sc(NC(=O)c3ccc(C#N)cc3)c(C#N)c2C1 (centres undefined)	-0.7	8.6	1.0	0.2
COc1cc2cc(C#N)c(SCC(=O)N3CCCC(C)C3)nc2cc1OC (centres undefined)	-0.4	7.8	2.0	0.0
